# From PubChem BioAssay
# AmpC detergent = AmpC beta-lactamase inhibition with detergent present | AmpC hydrolysis of nitrocefin, absorbance 480 nm, 0.01% Triton | AID 485294 | hit rate 0.041% among 370,000 | Potency, µM (highest dose often 114 µM), inactives show at the top dose activity change, negative = inhibition, hits mostly inhibitors | P00811;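 also: potency is read from the fitted curve at half-maximal effect; 0% = no-compound wells and -100% = no-enzyme wells; nearly all actives have a fitted effect of over 25% in size; some results filed as inactive show a strong effect at the top dose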
# Target sequence (P00811 whole entry, looked up): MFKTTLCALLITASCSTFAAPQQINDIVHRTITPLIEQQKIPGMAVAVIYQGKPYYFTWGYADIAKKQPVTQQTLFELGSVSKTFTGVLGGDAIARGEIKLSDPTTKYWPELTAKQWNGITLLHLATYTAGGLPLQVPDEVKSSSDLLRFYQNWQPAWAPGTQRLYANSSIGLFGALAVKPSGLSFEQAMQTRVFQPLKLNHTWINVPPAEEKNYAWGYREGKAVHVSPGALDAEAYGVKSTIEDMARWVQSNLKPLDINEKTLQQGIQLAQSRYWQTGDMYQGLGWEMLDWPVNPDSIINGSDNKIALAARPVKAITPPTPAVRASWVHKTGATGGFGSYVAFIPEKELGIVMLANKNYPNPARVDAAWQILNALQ
#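 20 mM phosphate pH 7.0 + 0.01% (detergent screen) or 0.0001% Triton X-100; 5.3 nM AmpC reagent; cpd preinc 15 min RT; nitrocefin (800 uM stock) to start; A480 q20 s × 4 min; Activity was normalised to no-enzyme and no-compound control wells.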
# LmPK inhibitor = LmPK (Leishmania mexicana) enzyme inhibition; Q27686; purified LmPK, Kinase-Glo ATP luminescence, 1 h; Potency, µM (series often up to 57.5 µM), for the others: at the highest dose activity change, negative = inhibition, actives largely listed as inhibitors; hit rate 0.37% among 290,000; AID 1721; also: potency is read from the fitted curve at half-maximal effect
# Target sequence (Q27686 whole entry, looked up): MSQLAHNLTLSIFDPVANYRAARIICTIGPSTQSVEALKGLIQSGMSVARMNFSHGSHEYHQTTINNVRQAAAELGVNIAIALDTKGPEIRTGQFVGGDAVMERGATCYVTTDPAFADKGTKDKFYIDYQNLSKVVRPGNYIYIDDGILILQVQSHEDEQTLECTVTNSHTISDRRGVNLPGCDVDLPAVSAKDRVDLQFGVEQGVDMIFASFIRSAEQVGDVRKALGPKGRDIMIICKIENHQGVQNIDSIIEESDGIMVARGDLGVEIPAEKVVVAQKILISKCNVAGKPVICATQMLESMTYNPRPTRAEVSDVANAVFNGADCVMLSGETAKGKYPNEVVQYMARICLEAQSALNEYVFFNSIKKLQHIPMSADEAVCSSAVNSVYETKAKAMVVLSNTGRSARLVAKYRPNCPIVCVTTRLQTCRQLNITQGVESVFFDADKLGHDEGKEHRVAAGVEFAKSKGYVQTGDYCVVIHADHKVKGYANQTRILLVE
#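 0.1 nM LmPK, 0.5 mM PEP, 0.1 mM ADP; 50 mM imidazole pH 7.2, 7 mM MgCl2, 50 mM KCl; 1 h RT. Kinase-Glo luminescence readout, normalized to no-enzyme (full inhibition) and uninhibited wells.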
# AmpC no deterg = inhibitors of E. coli AmpC beta-lactamase without detergent. Potency, µM (highest dose often 57.1 µM), inactives show at the highest dose activity change, negative = inhibition, usual class: inhibitors. P00811. AID 485341. AmpC nitrocefin hydrolysis, absorbance 480 nm, 0.0001% Triton. hit rate 0.52% among 330,000;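 also: potency is read from the fitted curve at half-maximal effect; plate controls were no compound for no effect and no enzyme for full effect; nearly all actives have a fitted effect of over 20% in size; some results filed as inactive show a strong effect at the top dose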
#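 AmpC (5.3 nM in the dispensed reagent) in 20 mM phosphate pH 7.0 with 0.01% (detergent screen) or 0.0001% Triton X-100 was preincubated with compounds for 15 min at room temperature. Nitrocefin was then added from an 800 uM solution, and hydrolysis was followed at 480 nm.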
# Tb PYK inh = inhibitors of Trypanosoma brucei pyruvate kinase; Q57TT1; TbPYK enzyme, Kinase-Glo Plus ATP luminescence, 45 min; Potency, µM (titrated, usually from 76.8 µM), without a hit: at the highest dose activity, negative = inhibition, actives largely listed as inhibitors; hit rate 0.12% among 410,000; also: potency is read from the fitted curve at half-maximal effect; nearly all actives have a fitted effect of over 50% in size
#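 Enzyme and substrate buffer are dispensed first and compound is pin-transferred. ADP at 130 uM final then starts the reaction, which runs 45 min at room temperature. Detection reagent is added for 10 min before luminescence is imaged.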
# AMA1 RON2 block = inhibitors of Plasmodium falciparum AMA1-RON2 interaction | AlphaScreen AMA1-biotinylated RON2 peptide binding | Potency, µM (highest dose often 58.2 µM), inactives show at the top dose activity change, negative = inhibition, most hits filed as inhibitors | hit rate 0.2% among 360,000 | AID 720542;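 also: potency is read from the fitted curve at half-maximal effect; 0% = vehicle wells and -100% = peptide control; nearly all actives have a fitted effect of over 45% in size; some results filed as inactive show a strong effect at the top dose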
#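 AMA1 (3D7) with his tag at 25 nM final met compounds first, then biotinylated RON2 peptide at 25 nM; detection used donor plus acceptor beads, 10 µg/mL apiece, read by AlphaScreen after 30 min at room temperature.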
# Sm TGR inh = blocks Schistosoma mansoni thioredoxin glutathione reductase; AID 485364; Potency, µM (top dose mostly 114 µM), for the others: top-dose activity change, negative = inhibition, most hits filed as inhibitors; purified TGR, DTNB reduction, TNB absorbance 405 nm; hit rate 3% among 360,000; also: potency is read from the fitted curve at half-maximal effect; nearly all actives have a fitted effect of over 60% in size
#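 TGR 20 nM + NADPH 100 uM (dispensed conc.), cpd preinc 15 min RT; start with NADPH (500 uM addition) then DTNB (15 mM addition). Kinetic TNB absorbance, 405 nm filter. Four-parameter Hill fit across titration.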
# HCMV inh = human cytomegalovirus inhibition | HFF cells, HCMV-luciferase reporter, 72 h; stronger effect = lower value | activity change, negative = inhibition, % at 57.5 µM | hit rate 4.5% among 410,000 | AID 1259415; in the data active = activity change below about -60%; inconclusive = no clear call, values can overlap the other calls; inactive = above about -39%
#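 HFF cells seeded 16 h at 37C, treated with compounds, infected with luciferase-reporter HCMV at MOI 1 PFU/cell; luciferase read at 72 h post infection, normalized to buffer-only and Salinomycin controls.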
# An asterisk follows results filed as active; ? = inconclusive; · = no result given; [ ] = remark or other dose. Unless noted, calls follow the shape of the dose curve; as a rule, active = well fitted curve in the direction sought with a large enough effect; inconclusive = small, poorly fitted or top-dose-only effect, or another doubt; inactive = no such curve, though single readings can be large; an effect the other way counts as inactive or inconclusive. Unless noted, % is scaled to controls: 0 for no effect and ±100 for the full control effect. An unsorted share of the library; overall some 7.4% were active at least once.
# Fields: AmpC detergent	LmPK inhibitor	AmpC no deterg	Tb PYK inh	AMA1 RON2 block	Sm TGR inh	HCMV inh
NC(=O)C1(N2CCCCC2)CCN(C(=S)NCCc2ccccc2)CC1
  7%	-1%	-11%	3%	-7%	-2%	-19
O=C(NCc1ccco1)c1ccc(Br)c(S(=O)(=O)N2CCCCC2)c1
  ?	1%	-34%	-6%	-1%	0%	?
COc1ccccc1/C=C/C(=O)/C=C/c1ccccc1O
  3%	-1%	?	-5%	-10%	20µM*	-98*
CC(=O)Nc1ccc(S(=O)(=O)NC2C3(C)CCC(C3)C2(C)C)cc1 (stereo not given)
  -10%	-2%	-32%	4%	7%	6%	-28
O=C(CSc1ccc2ccccc2c1)NC1CCCc2ccccc21 (stereo not given)
  ?	5%	-21%	-5%	5%	-3%	?
Cn1c(=O)c2c(SCc3cccnc3)nc(CC(C)(C)C)nc2n(C)c1=O
  ?	2%	-1%	-3%	7%	0%	-36
CCC(=O)c1ccc(OCC(=O)OCC(=O)NCC2CCCO2)cc1 (stereo not given)
  3%	-11%	-15%	0%	2%	-23%	3
CCC(C)c1ccccc1OCC(=O)Nc1ccc(S(=O)(=O)Nc2cc(C)on2)cc1 (stereo not given)
  22%	·	·	-8%	·	43%[activator]	29
Cc1c(C(=O)Nc2ccc(F)c(F)c2)oc2ccc(S(=O)(=O)N(C)C3CCCCC3)cc12
  11%	·	·	2%	·	19%	?
CN(Cc1cnn(C)c1)C(=O)C1CCC(=O)N(Cc2cccc(F)c2)C1 (stereo not given)
  4%	-3%	-8%	0%	-12%	-4%	-18
CC(=O)Nc1ccc(S(=O)(=O)Nc2ccccc2C(=O)N2CCCC2)cc1
  -7%	-1%	-11%	-12%	-3%	-8%	17
CC(C)(C)NC(=O)C(c1ccc(-c2ccccc2)cc1)N(C[C@H]1CC[C@@H]([C@@H]2CC[C@H](CO)O2)O1)C(=O)c1ccccc1F (stereo not given in full)
  ·	·	206%[activator]	0%	0%	·	·
Cc1ccccc1Cn1c(C)c(C(=O)N(C)Cc2ccc(F)cc2)sc1=O
  ·	·	·	0%	-5%	·	-60*
O=C(NCc1ccccn1)c1ccc(Cl)c(S(=O)(=O)N2CCCCC2)c1
  -4%	-4%	5%	0%	5%	3%	-25
CCN1CCN(CCOc2ccc(Br)cc2C)CC1
  0%	2%	0%	-11%	?	·	-13
COc1cc(C(=O)O/N=C(\N)c2cccc([N+](=O)[O-])c2)cc(OC)c1OC
  6%	1%	-9%	-5%	14%	7%	8
Cc1sc(-c2ccccn2)nc1OC(=O)c1ccc(F)cc1F
  8%	-1%	0%	1%	87%[activator]	9%	?
CC(=O)NC(CC(=O)N(Cc1ccccc1)c1ccc(C)cc1)c1ccccc1 (stereo not given)
  18%	4%	195%[activator]	3%	11%	-5%	5
Cc1nc(NC(=O)CCc2ccccc2)ccc1Br
  2%	1%	-23%	1%	-8%	1%	33
CCCNC(=O)N1[C@H]2CC[C@@H]1C(C(=O)OC)=C(c1c(C)noc1C)C2
  9%	·	-3%	4%	-3%	0%	3
COc1ccc2c(c1)c1c(c(=O)n(-c3cccc(Cl)c3)c(=O)n1CC(=O)NCC1CCCO1)n2C (stereo not given)
  24%	·	·	4%	·	3%	-1
Cn1nc(C2CC2)cc1NC(=O)C1(C)CCN1C(=O)c1ccccc1CCc1ccccc1 (stereo not given)
  ·	·	·	-1%	0%	·	31
O=C(NCc1cccs1)c1cc(S(=O)(=O)N2CCOCC2)c(Cl)cc1Cl
  -11%	0%	-13%	-3%	-5%	-16%	-28
Cc1ccc(C)c(NC(=O)CCCCCCCCCCC2COCCO2)c1 (stereo not given)
  1%	2%	-45%	-11%	-7%	-14%	?
CCOC(=O)CN/C=C(\C#N)c1ccccc1
  0%	-3%	-17%	0%	-9%	5%	-38
COc1ccccc1C(=O)Nc1nc2ccccc2[nH]1
  ?	11µM*	-25%	10µM*	0%	1%	-76*
Cc1ccccc1NC(=O)C(C#N)Cc1cccnc1 (stereo not given)
  -1%	-6%	-13%	-14%	15%	6%	1
COc1ccc(C(=O)NCC(c2cccs2)S(=O)(=O)c2ccc(C)cc2)cc1 (stereo not given)
  0%	·	·	1%	·	-6%	-4
O=C(Nc1ccc(Cl)cc1C(=O)Nc1ccc(Br)cn1)c1ccco1
  -8%	7%	·	-17%	12%	2%	13
Cc1nn(C)c(Oc2ccccc2)c1CCNC(=O)C(C)(C)C
  8%	9%	90%[activator]	5%	7%	6%	-83*

# Part of the list above in order of number of heavy atoms, rising.
# Fields: AmpC detergent	LmPK inhibitor	AmpC no deterg	Tb PYK inh	AMA1 RON2 block	Sm TGR inh	HCMV inh
O=C(NCc1ccco1)c1ccc(Br)c(S(=O)(=O)N2CCCCC2)c1
  ?	1%	-34%	-6%	-1%	0%	?
Cc1ccccc1Cn1c(C)c(C(=O)N(C)Cc2ccc(F)cc2)sc1=O
  ·	·	·	0%	-5%	·	-60*
COc1ccc2c(c1)c1c(c(=O)n(-c3cccc(Cl)c3)c(=O)n1CC(=O)NCC1CCCO1)n2C (stereo not given)
  24%	·	·	4%	·	3%	-1

# Carrying on:
# Fields: AmpC detergent	LmPK inhibitor	AmpC no deterg	Tb PYK inh	AMA1 RON2 block	Sm TGR inh	HCMV inh
COc1cccc(N(CC(=O)NC2CCCCC2)C(=O)CCCC(=O)Nc2ccccn2)c1
  -14%	3%	38%	-2%	-7%	6%	-8
Cc1cc(C)n2cc(CSc3nnc(N)s3)nc2n1
  -14%	10%	-7%	2%	-7%	19%[11.4 µM]	4
CCN1/C(=C\C=C2\C(=O)N(c3ccccc3)C(=S)N2C)Sc2ccccc21
  1%	0%[11.5 µM]	-24%	-32%	-6%	-3%	-64*
c1ccc2c(c1)ncn2-c1ccc(-c2ccnc(-c3ccncc3)n2)cc1
  -4%	1%	-18%	0%	18%	-1%	?
CCc1ccc2nc(Nc3ncc(C(C)=O)c(C)n3)nc(C)c2c1
  -8%	0%	-11%	0%	0%	0%	-13
CCOc1ccc2nc(NC(=O)C(NS(=O)(=O)c3cccs3)C(C)C)sc2c1 (stereo not given)
  ?	5%	-35%	2%	-7%	7%	6
O=CC1=C(c2ccccc2)Oc2ccccc2O1
  ?	-4%	-55%	2%	0%	7%	-94*
COc1cccc(-c2nc(OC(C)C)c3ccccc3n2)c1
  -3%	0%	9%	1%	-2%	12%	-19
CCOC(=O)c1ccc(NC(=O)C2Cc3ccccc3C(=O)O2)cc1 (stereo not given)
  3%	·	·	5%	·	0%	-14
CCCCCn1cnc2c(=S)nc(N)[nH]c21
  2%	-19%	-15%	-22%	88%[activator]	-8%	?
Cc1nc2ccc(S(=O)(=O)c3ccc4nc(C)[nH]c4c3)cc2[nH]1
  -8%	1%	-21%	2%	-2%	0%	-1
C[C@H](CO)N1C[C@H](C)[C@@H](CN(C)S(=O)(=O)c2ccccc2)Oc2ccc(NC(=O)C3CCCCC3)cc2C1=O
  ·	·	205%[activator]	1%	-4%	·	26
COc1ccc(Cl)c(NC(=O)C/C(C)=N/NC(=O)CCc2ccccc2)c1
  -1%	2%	94%[activator]	-18%	46%[activator]	-3%	25
O=C(COC(=O)COc1ccccc1)Nc1cccc([N+](=O)[O-])c1
  4%	1%	-43%	1%	-3%	5%	-9
Cc1nc2c(-c3ccc(F)cc3)c(C)nn2c(C)c1CCC(=O)NCc1cccc(Cl)c1
  21%	·	·	0%	·	12%	2
COc1ccc(OC)c(-c2nc(CN(C)C(C)c3ccncn3)c(C)o2)c1 (stereo not given)
  0%	-4%	23%	0%	60%[activator]	-22%[57.1 µM]	-4
COC(=O)c1scc(C)c1N1C(=O)c2ccccc2C1=O
  6%	5%	-6%	-3%	5%	3%	25
O=[N+]([O-])c1cc(-c2ncccn2)c([N+](=O)[O-])s1
  -10%	-14%	-16%	-27%	-10%	0.32µM*	-27
O=C(CN1CCN(Cc2ccccc2)CC1)c1ccccc1
  3%	8%	-25%	2%	-1%	?	26
COc1ccc(CCNC(=O)CCc2c(C)c3cc4c(C)coc4cc3oc2=O)cc1
  14%	·	·	2%	·	14%	-6
c1ccc(CCCN2CCN(c3ccccc3)CC2)cc1
  ?	-1%	-11%	-19%	-29%	-14%	15
COc1ccccc1C(=O)OCc1cc(=O)n2nc(C3CC3)sc2n1
  3%	·	·	6%	·	21%	?
CCO[C@H]1OC(C(=O)Nc2ccccc2)=C[C@@H](c2csc3ccccc23)[C@@H]1CCCO
  5%	1%	66%[activator]	-2%	-13%	-2%	-1
COC(=O)Cn1c(C(=O)N2CCCC2)cc2c1C[C@H]1CN(C(=O)c3ccccc3)[C@@](Cc3ccc(F)cc3)(C(=O)OC)[C@@H]21
  3%	2%	310%[activator]	-10%	-3%	-21%	?
O=c1ccc2c([nH]1)CCCCCCCCCC2
  -8%	-5%	-20%	-7%	-11%	-1%	-9
Cc1[nH]nc(NNC(=O)c2ccccc2)c1[N+](=O)[O-]
  3%	-1%	-3%	-7%	29%	2%	38
Cc1cccc(-c2cc3nc(C)cc(N4CC(C)CC(C)C4)n3n2)c1 (stereo not given)
  1%	0%	10%	2%	-5%	-20%	-18
CCOC(=O)N1CCc2c(sc3c2C(=O)NC(c2ccccc2F)N3)C1 (stereo not given)
  -2%	·	·	-3%	·	1%	-3
CCOC(=O)N1CC(C)N(CC(O)CN2CCOCC2)CC1C (stereo not given)
  ·	·	·	1%	8%	·	-88*
Cc1ccc(CN(C(=O)COc2cccc([N+](=O)[O-])c2)c2ccccn2)o1
  14%	·	·	-16%	·	50µM*	?
CN(C)c1ccc(NC(=O)Nc2ccc3c(c2)nnn3C)cc1
  ?	-5%	-11%	-1%	-5%	-4%	36
COc1ccc(CC(=O)N[C@@H]2c3cc(OC)c(OC)cc3C[C@H]2OCc2ccccc2)cc1
  ·	·	142%[activator]	3%	-15%	·	?
O=C1NC(=O)C(CCc2ccncc2)(CCc2ccncc2)C(=O)N1CCc1ccc(F)cc1
  ?	14%	39%	12%	-2%	1%	0
O=C(C(c1ccccc1)C(O)c1ccccc1)N1CCOCC1 (stereo not given)
  ·	·	·	-13%	-2%	·	129
O=C(NCCc1ccccc1)C1CC(c2ccccc2O)=NO1 (stereo not given)
  ?	2%	0%	4%	60%[activator]	3%	41
O=c1[nH]c2ccc(Br)cc2o1
  ·	·	·	-2%	4%	·	-14
